# Vc quorum ag – quorum light induction in luxS cqsA deficient V. cholerae; activation, % at 18.7 µM; V. cholerae BH1578 lux reporter, luminescence, 6 h; AID 588436; 350,000 tested, 0.16% active; in the data active means activation mostly above about 9.7%, no sharp cut-off; further: not every result past the cut was called active; inactives centre near 0; reference of the scale not given here
# TcdB GH inh – inhibitors of Clostridioides difficile toxin B glycohydrolase; P18177; 350,000 tested, 0.24% active; inhibition, % at 9.99 µM; TcdB glycohydrolase enzymatic assay, plate reader; AID 652162; in the data active means inhibition above about 10%
# CCHFV vOTU inh – blocks the CCHF virus ovarian tumor domain protease; CCHFV vOTU protease, Pep-AMC fluorescence; inhibition, % at 11.5 µM; 370,000 tested, 0.55% active; in the data active means inhibition above about 30%; further: 0% = vehicle wells with enzyme and 100% = no enzyme wells
# VHR inh abs – blocks human VHR1 dual specificity phosphatase. recombinant VHR phosphatase, pNPP absorbance. inhibition, % at 13.3 µM. 290,000 tested, 0.52% active; in the data active means inhibition above about 50%; further: some compounds called inactive have numbers as strong as hits
# Target sequence (P51452 whole entry, looked up): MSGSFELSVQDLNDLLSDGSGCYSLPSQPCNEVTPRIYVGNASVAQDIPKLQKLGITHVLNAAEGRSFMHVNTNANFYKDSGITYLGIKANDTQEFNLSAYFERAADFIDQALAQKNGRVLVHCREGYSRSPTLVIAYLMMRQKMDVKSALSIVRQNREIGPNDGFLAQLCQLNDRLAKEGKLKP
# BoNT A protease – inhibitors of Botulinum neurotoxin A light chain protease; multiplex microsphere protease substrate cleavage, flow cytometry; inhibition, % at 10 µM; 360,000 tested, 0.17% active; further: plate controls were buffer without enzyme for full effect and enzyme alone for no effect
# 3CLpro inhibitor – SARS-CoV 3CLpro protease inhibition | P0C6X7 | recombinant SARS-CoV 3CLpro, quenched FRET peptide cleavage | inhibition, % at 6 µM | 290,000 tested, 0.14% active | AID 1706; in the data active means inhibition above about 12%
# Anthrax LF prot – blocks Bacillus anthracis lethal factor protease. P15917. multiplex microsphere protease cleavage assay, LF. inhibition, % at 10 µM. 360,000 tested, 0.12% active. AID 588501; further: plate controls were buffer without enzyme for full effect and enzyme alone for no effect
# Target sequence (P15917 whole entry, looked up): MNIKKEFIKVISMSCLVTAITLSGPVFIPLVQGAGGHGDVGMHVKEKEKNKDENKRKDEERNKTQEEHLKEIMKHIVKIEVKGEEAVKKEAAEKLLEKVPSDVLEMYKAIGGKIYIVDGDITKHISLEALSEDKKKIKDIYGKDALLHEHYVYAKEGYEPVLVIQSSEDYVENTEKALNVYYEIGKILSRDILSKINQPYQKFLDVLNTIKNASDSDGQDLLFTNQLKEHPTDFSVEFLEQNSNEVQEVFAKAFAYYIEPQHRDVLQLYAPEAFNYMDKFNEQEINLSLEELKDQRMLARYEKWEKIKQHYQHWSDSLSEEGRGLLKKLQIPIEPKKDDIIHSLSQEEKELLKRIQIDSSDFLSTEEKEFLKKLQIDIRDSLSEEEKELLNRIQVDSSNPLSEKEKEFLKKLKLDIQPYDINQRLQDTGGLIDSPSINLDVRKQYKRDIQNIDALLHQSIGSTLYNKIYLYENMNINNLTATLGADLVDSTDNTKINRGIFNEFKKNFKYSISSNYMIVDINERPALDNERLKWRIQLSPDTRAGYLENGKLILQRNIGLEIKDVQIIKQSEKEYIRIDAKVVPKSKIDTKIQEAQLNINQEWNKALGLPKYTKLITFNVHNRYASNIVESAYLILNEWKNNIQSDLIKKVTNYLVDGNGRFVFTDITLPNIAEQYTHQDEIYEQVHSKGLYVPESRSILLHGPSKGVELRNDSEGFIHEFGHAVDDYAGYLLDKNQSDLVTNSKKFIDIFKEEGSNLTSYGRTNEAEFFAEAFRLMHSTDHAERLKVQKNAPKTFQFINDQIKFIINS
# Yp Topo-I inh – blocks Yersinia pestis topoisomerase I activity. activity, % at 10 µM. Y. pestis Topo-I cleavage product accumulation, plate reader. 360,000 tested, 0.064% active. AID 504884; in the data active means activity above about 50%, passing the limit was not always enough; further: inactives centre near 2
# SSB-PriA inh – blocks PriA binding to SSB C-terminal tail; AlphaScreen SSBct-PriA binding, biotinylated peptide; inhibition, % at 33 µM; 430,000 tested, 0.6% active; AID 1272365; in the data active means inhibition mostly above about 37%, no sharp cut-off; inactive means mostly below about 20%;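 further: plate controls were negative control peptide for no effect and reference peptide for full effect; strong numbers were not always called active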
# PfHsp40 rescue – rescue of PfHsp40-mediated yeast toxicity | S. cerevisiae expressing PfHsp40, growth rescue, ATP luminescence | growth rescue, % at 12.5 µM | 340,000 tested, 0.68% active | AID 504582; in the data active means growth rescue above about 28%, passing the limit was not always enough;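 further: yeast W303a lacking pdr1 and pdr3 grown in galactose medium; growth measured after three days at 30 °C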
# The depositor's hits bear a star; i = inactive; . = no result given; & = joins results of further samples. Unless noted, no stated cut-off is given here; in the data, active means inhibition above about 30%; inconclusive means no clear call, values can overlap the other calls; inactive means below that. Some of the compounds tested, so the mix of outcomes need not match the whole.
nr	mol	TcdB GH inh	PfHsp40 rescue	CCHFV vOTU inh	SSB-PriA inh	BoNT A protease	3CLpro inhibitor	Anthrax LF prot	VHR inh abs	Yp Topo-I inh	Vc quorum ag
1	COC(=O)c1sc(SC)c(S(=O)(=O)C(C)C)c1N	-0.2	-0.2	1	-6	0.0	4	0	-5	-3	-0.4
2	CCCCOc1ccc(C(=O)Nn2c(-c3cccs3)nc3ccccc3c2=O)cc1	.	1.1	-14	-16	0.1	0	0	-2	12	i
3	COc1ccc(CC(=O)N/N=C(\C)c2cccs2)cc1	0.3	-0.7	-14	.	-3.5	1	12	22	-4	i
4	COc1ccc2cc(C(=O)Nc3ccc(Cl)cc3)sc(=O)c2c1OC	.	0.4	-1	1	10	-1	2	25	2	i
5	CCN(CC)C(=O)CSC1c2ccccc2C(=O)N1c1ccccc1 (stereo not given)	1.2	-0.7	.	-1	-1.6	-1	-5	14	4	i
6	CCOc1ccc(C(=O)CCC(=O)NCC(=O)Nc2c(C)cccc2C)cc1	1.4	-0.7	3	-4	-0.1	.	-6	.	6	-1.3
7	O=C1COc2ccc(C(=O)COC(=O)Cc3ccsc3)cc2N1	-1.2	-0.5	0	-2	-1.2	1	-2	17	4	-2.0
8	CC(=O)c1ccc(N2CCN(C(=O)c3ccc4nc[nH]c4c3)CC2)cc1	.	-0.7	27	19	-0.2	-1	-2	-5	-1	i
9	O=C(COc1ccccc1)Nc1ccc(C(=O)N2CCCC2)cc1	1.2	0.8	-2	0	-3.0	-5	-4	14	3	-2.2
10	COc1ccc(Cc2nc(-c3cccs3)no2)cc1	1.2	-0.9	-14	-32	0.4	2	-2	32	-7	-0.3
11	O=C(N/N=C/c1cccc([N+](=O)[O-])c1)C1CC(=O)N(c2ccc(F)cc2)C1 (stereo not given)	.	-0.7	9	.	-1.4	4	-7	3	-3	-6.2
12	CCC1CCCCN1S(=O)(=O)c1ccc(C(=O)Nc2nnc(C3CC3)o2)cc1 (stereo not given)	1.4	4.4	3	-16	-0.5	-6	-3	-5	-6	i
13	O=C(NC1=NCCS1)c1ccc(Br)s1	.	-0.9	6	-14	0.2	1	2	18	-2	-4.2
14	O=C(NC1CCN(C(=O)Nc2cccc(F)c2)CC1)C1CCCCC1	.	-0.1	-14	2	1.5	5	0	25	-3	-0.2
15	CN(Cc1ncc[nH]1)C(=O)CC1C(=O)NCCN1Cc1c(F)cccc1Cl (stereo not given)	7.6	-1.3	9	-16	0.5	0	-7	6	-11	-0.2
16	Cc1ccc(S(=O)(=O)N2CCN(C(=O)COc3ccc(-c4nnco4)cc3)CC2)cc1	.	0.6	2	-7	0.3	-2	-4	26	5	-0.1
17	CCO[C@@H]1OC(C(=O)N2CCN(C)CC2)=C[C@H](c2csc3ccccc23)[C@H]1CCCO	0.9	0.7	-5	-1	-0.4	-2	1	12	9	1.0
18	Cc1cccc(N(O)C(=O)Nc2cccc(Cl)c2)c1	0.7	0.2	-12	-28	0.4	3	3	4	-5	0.4
19	CC(NC(=O)COc1ccccc1)C(=O)N1CCN(c2ccccc2)CC1 (stereo not given)	1.3	-0.7	17	-24	-0.7	.	1	.	-3	i
20	Cc1ccc(NC(=O)c2cc(S(=O)(=O)N3CCCC3)cn2C)cc1	-12	0.5	6	-6	-1.1	0	-8	6	-6	i
21	O=C(c1nc2ccccc2s1)N1CCSCC1	.	-0.2	7	-20	-0.6	4	-2	5	12	-15
22	O=C(COc1coc(CN2CCN(c3ccccc3)CC2)cc1=O)N1CCc2ccccc21	-2.5	0.3	-9	13	-4.1	.	-8	.	2	-0.2
23	COc1ccc(C(C(=O)NC(C)(C)C)N(CCc2ccccc2)C(=O)CCC(=O)Nc2cc(C)on2)cc1 (stereo not given)	1.0	1.6	10	9	-4.1	0	-1	6	9	i
24	COc1nonc1NCn1nc(C)cc1C	.	-0.6	0	-30	-0.7	0	2	-2	5	.
25	OCCC1CN(Cc2ccc(Oc3ncccn3)cc2)CCN1Cc1ccc(F)c(F)c1 (stereo not given)	1.3	-0.8	1	-3	-0.1	0	0	21	8	-0.3
26	Cc1ccc(C)c(OCCC(=O)OCC(=O)Nc2cccc(S(=O)(=O)N3CCCC3)c2)c1	1.7	1.9	12	-5	-5.2	.	-3	.	44	-0.7
27	C[C@@H]1CCCCO[C@H](CN(C)Cc2ccc(C(=O)O)cc2)[C@@H](C)CN([C@H](C)CO)C(=O)c2cc(N(C)C)ccc2O1	-5.0&-4.2&-5.1	.	7	.	0.2	.	-3	.	21	-0.6
28	COc1ccc(CCNCC(=O)Nc2ccc(C)c(S(=O)(=O)N(C)C)c2)cc1	0.1	1.5	1	2	-0.8	1	-4	34	7	i
29	N#Cc1ccsc1NC(=O)CN1CCCCC1	-0.3	-0.5	-6	-2	0.1	3	-2	19	-2	1.7
30	CCN(CC)CCN(Cc1cc2ccc(C)c(C)c2[nH]c1=O)C(=S)NCc1ccco1	-0.6	-0.7	14	-2	-1.2	1	-8	43	12	i
31	Cc1nc([N+](=O)[O-])cn1-c1nc2ccccn2c1[N+](=O)[O-]	1.6	3.7	20	0	1.7	-5	1	2	-3	17
32	COc1ccc(CNC(=O)C(=O)NCC2OCCCN2S(=O)(=O)c2cccs2)cc1 (stereo not given)	1.2	3.3	-1	-9	1.0	-3	0	19	15	0.8
33	Cc1nn(C)c(C)c1NS(=O)(=O)c1ccc(Cl)s1	2.2	1.1	-14	-1	-0.8	.	-4	.	-4	i
34	CCN1C(=O)c2cccc3c(S(=O)(=O)Nc4ccc(OC)cc4OC)ccc1c23	.	-1.2	13	-7	-1.1	-4	-1	14	-2	-0.2
35	Cc1cc(NC(=O)CSc2nc3ccsc3c(=O)n2Cc2ccccn2)n[nH]1	2.0	-1.2	0	7	-0.1	0	-4	45	7	-0.2
36	COc1cc(-c2noc(C)c2C#Cc2ccsc2)cc(OC)c1OC	0.7	0.8	11	-7	0.1	-7	-5	-3	41	i
37	Cc1noc(C)c1CCC(=O)Nc1cc(C(=O)O)ccc1Cl	0.0	.	6	.	0.1	.	-7	.	-7	-0.3
38	COc1ccc(CNC(=O)CCC(=O)Nc2nnc(C(F)(F)F)s2)cc1	1.2	0.1	-6	-10	0.0	-1	0	24	5	i
39	Cc1cccc(C)c1Cn1c(C)c(C(=O)NCc2ccc([N+](=O)[O-])cc2)sc1=O	0.1	.	17	.	-0.4	.	-4	.	22	12
40	O=C(NCCCN1CCCC1=O)Nc1ccccc1Cl	1.1	-1.4	4	9	-0.2	1	-3	11	8	-3.9
41	CCOC(=O)Cc1csc(NS(=O)(=O)c2ccc(NC(C)=O)cc2)n1	-0.7	-1.9	-9	-9	-2.8	2	-2	7	-3	-0.8
42	COc1ccc(NC(=O)Cn2c(=O)n(-c3ccccc3)c(=O)c3oc4ccccc4c32)c(OC)c1	.	-0.7	-8	1&-13	-0.3	-8	2	0	-6	-0.7
43	Cc1nc2cc(C(=O)N3CCN(C)CC3)ccc2n1C	-2.2	-0.3	3	-9	1.5	-2	-1	11	10	i
44	O=C(COC(=O)c1cccc(Br)c1)NCCNC(=O)COC(=O)c1cccc(Br)c1	-0.6	-0.4	9	-1	-0.4	-1	-1	5	0	0.2
45	C/C(=N\Nc1ccc(C(=O)c2c(C)cc3ccccn23)cc1[N+](=O)[O-])c1ccc(O)cc1	0.6	0.2	3	.	0.1	-1	-7	34	-2	i
46	CC(=O)c1ccc(NC(=O)CCCN2C(=O)COc3ccc(C)cc32)cc1	1.6	-0.4	10	-5	2.0	-4	1	2	10	-0.2
47	Cc1ccnc(SCc2cc(=O)c(OC(=O)c3ccc(Br)o3)co2)n1	.	-0.5	-9	-15	5.2	-1	0	-9	-5	-0.3
48	CC1=NN(c2nc3ccccc3[nH]2)C(=O)C1Cc1ccccc1 (stereo not given)	-2.2	.	.	-2	-1.2	-4	-5	20	-11	i
49	CC(=O)Nc1nc(-c2ccccc2)c(-c2ccccc2)o1	0.8	-1.4	2	3	-0.5	-7	1	-3	-1	-0.3
50	COc1cccc(N2CCN(CC(=O)Nc3nc4c(s3)CC(C)CC4)CC2)c1 (stereo not given)	.	1.6	-3	29	-1.9	-2	-6	16	-8	i
51	CN(C)CCNC(=O)COc1ccc(Cl)cc1Cl	.	0.8	0	-6	-0.1	-2	0	0	-4	i
52	COC(=O)CN(c1ccccc1)S(=O)(=O)c1cc(Br)ccc1OC	1.4	-1.0	9	-6	-0.9	-1	-5	-30	13	i
53	COc1ccc(NC2=C3CCCC=C3N(c3ccc(OC)cc3)C2=O)cc1	-1.3	-0.9	5	14	-0.6	-1	-1	10	3	-0.4
54	COc1cc(C2NC(=S)NC3=C2C(=O)CCC3)ccc1O (stereo not given)	1.0	-2.0	0	-4	2.9	3	9	-1	2	-0.3
55	CCOC(=O)c1ccc2c(c1)n(CC)c(C)[n+]2CC	0.6	-0.1	4	-11	0.4	-2	2	-4	-4	i
56	O=C(CCc1ccccc1)NCCS(=O)(=O)N1CCN(c2ccccc2)CC1	-1.2	-1.3	-10	9	3.1	.	-7	.	12	i

# (cont.)
nr	mol	TcdB GH inh	PfHsp40 rescue	CCHFV vOTU inh	SSB-PriA inh	BoNT A protease	3CLpro inhibitor	Anthrax LF prot	VHR inh abs	Yp Topo-I inh	Vc quorum ag
57	Cc1ccc(C(=O)N2N=C(c3ccccc3)CC2(O)C(F)(F)F)o1 (stereo not given)	1.0	-0.2	6	-12	-0.4	0	-1	20	9	i
58	COc1cc(C)c(C2NC(=O)c3ccccc3N2)cc1C (stereo not given)	-1.0	-0.3	-13	-4	-0.2	.	0	.	11	i
59	CSC(=CC(=O)c1ccc(F)cc1)SC	0.8	0.2	-2	-7	0.2	2	8	2	-1	-0.6
60	COc1ccc(S(=O)(=O)Nc2ccccc2C(=O)N2CCCC2)cc1OC	1.0	0.9	-15	4	-0.4	-2	3	21	-5	-0.4
61	O=C(CN1C(=O)NC2(CCc3ccccc32)C1=O)Nc1c(Cl)cccc1Cl (stereo not given)	-0.4	-0.2	22	-4	0.4	.	-2	.	7	-5.5
62	CCc1ccc(S(=O)(=O)NCCc2cn3ccsc3n2)s1	0.9	2.6	3	3	-0.1	-2	3	29	6	-0.2
63	O=C(Cn1nc(C(F)(F)F)c2c1CCC2)NCc1ccc(F)cc1	.	0.6	-3	-4	-0.5	-2	-5	8	-4	-0.3
64	COc1cccc(/C=C2\SC(=S)N(CC3CCCO3)C2=O)c1 (stereo not given)	0.7	1.4	4	36	3.4	3	0	-1	-2	-0.6
65	O=C(NCc1nnc(SCC(=O)N2CCN(c3ccccc3)CC2)o1)c1ccc(F)cc1	-1.1	0.0	15	-7	2.9	3	1	34	10	1.7
66	CC1CCCC(NC(=O)CSc2n[nH]c(N)n2)C1C (stereo not given)	0.3	0.6	-6	-13	0.0	.	-3	.	0	-5.0
67	CC1=NN(c2ccc(Cl)c(C(=O)O)c2)C(=O)/C1=C/c1ccc(-c2ccccc2[N+](=O)[O-])o1	0.7	-0.2	33*	9	-2.0	4	-11	10	-2	i
68	Cc1ccc(Nc2nc(N)nc(CN3CCC(C)CC3)n2)c(C)c1	.	-2.2	5	-4	1.2	-1	-3	.	11	-0.3
69	CCCCC1CCC(C(=O)N(C)CC(=O)Nc2cccc(OC)c2)CC1 (stereo not given)	1.3	0.0	6	-11	6.0	.	-1	.	28	i

# Quoted from above, nos. 64 to 66
nr	mol	TcdB GH inh	PfHsp40 rescue	CCHFV vOTU inh	SSB-PriA inh	BoNT A protease	3CLpro inhibitor	Anthrax LF prot	VHR inh abs	Yp Topo-I inh	Vc quorum ag
64	COc1cccc(/C=C2\SC(=S)N(CC3CCCO3)C2=O)c1 (stereo not given)	0.7	1.4	4	36	3.4	3	0	-1	-2	-0.6
65	O=C(NCc1nnc(SCC(=O)N2CCN(c3ccccc3)CC2)o1)c1ccc(F)cc1	-1.1	0.0	15	-7	2.9	3	1	34	10	1.7
66	CC1CCCC(NC(=O)CSc2n[nH]c(N)n2)C1C (stereo not given)	0.3	0.6	-6	-13	0.0	.	-3	.	0	-5.0

# High-throughput results as filed in PubChem BioAssay.
